# hcDAF-12 act: activates DAF-12 receptor from parasite H. contortus. HEK293 hcDAF-12 lit1-tk-luc reporter, luminescence; 0% DMSO, 100% Δ7-dafachronic acid. activation, % at 6.8 µM. 370,000 compounds, 1.4% hits. AID 652067;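 active means activation above the mean of all tested compounds plus 3 SD, cut at about 5.5% in these data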;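 further: 100% = response to 3 µM Δ7-dafachronic acid high control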
# DAX1 inh-1: inhibitors of DAX1 repression of SF-1 activated StAR promoter. AID 652010. HEK293T StAR-luciferase reporter, SF-1/DAX-1 repression relief. 370,000 compounds, 1.1% hits. inhibition, % at 6.8 µM;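 active means inhibition above the mean over all tested compounds plus 3 SD, cut at about 3.6% in these data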;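 further: 0% = DAX-1 cells with DMSO and 100% = cells lacking DAX-1 with DMSO; higher inhibition means more luminescence from relief of DAX-1 repression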
# GC-B act: GC-B (human) receptor activation | HEK293-GC-B cells, CNP EC30, cGMP TR-FRET; 0% at EC30 CNP, 100% saturating CNP | 370,000 compounds, 0.11% hits | AID 1920062 | activation, % at 10 µM | P20594;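 active means activation at 10 µM reaching about 35% in either raw or pattern-adjusted values, limit read from the data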
# sPLA2-III inh: Blocks human group III sPLA2 activity; inhibition, % at 12.2 µM; 370,000 compounds, 0.56% hits; QFRET BODIPY PC-A2 liposome hydrolysis, fluorescence; Q9NZ20;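 active means inhibition above mean plus 3 SD of compounds lying within the high and low control bounds, cut at about 19% in these data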;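 further: 0% = median of test compound wells and 100% = no enzyme DMSO wells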
# NPR1 activator: GC-A (human) enzyme activation; 370,000 compounds, 0.14% hits; activation, % at 10 µM; AID 1671463; P16066; HEK293 GC-A cells, cGMP TR-FRET, EC30 ANP; 0% at EC30 ANP, 100% saturating ANP; in the data active means activation above about 40%
# Target sequence (P16066 whole entry, looked up): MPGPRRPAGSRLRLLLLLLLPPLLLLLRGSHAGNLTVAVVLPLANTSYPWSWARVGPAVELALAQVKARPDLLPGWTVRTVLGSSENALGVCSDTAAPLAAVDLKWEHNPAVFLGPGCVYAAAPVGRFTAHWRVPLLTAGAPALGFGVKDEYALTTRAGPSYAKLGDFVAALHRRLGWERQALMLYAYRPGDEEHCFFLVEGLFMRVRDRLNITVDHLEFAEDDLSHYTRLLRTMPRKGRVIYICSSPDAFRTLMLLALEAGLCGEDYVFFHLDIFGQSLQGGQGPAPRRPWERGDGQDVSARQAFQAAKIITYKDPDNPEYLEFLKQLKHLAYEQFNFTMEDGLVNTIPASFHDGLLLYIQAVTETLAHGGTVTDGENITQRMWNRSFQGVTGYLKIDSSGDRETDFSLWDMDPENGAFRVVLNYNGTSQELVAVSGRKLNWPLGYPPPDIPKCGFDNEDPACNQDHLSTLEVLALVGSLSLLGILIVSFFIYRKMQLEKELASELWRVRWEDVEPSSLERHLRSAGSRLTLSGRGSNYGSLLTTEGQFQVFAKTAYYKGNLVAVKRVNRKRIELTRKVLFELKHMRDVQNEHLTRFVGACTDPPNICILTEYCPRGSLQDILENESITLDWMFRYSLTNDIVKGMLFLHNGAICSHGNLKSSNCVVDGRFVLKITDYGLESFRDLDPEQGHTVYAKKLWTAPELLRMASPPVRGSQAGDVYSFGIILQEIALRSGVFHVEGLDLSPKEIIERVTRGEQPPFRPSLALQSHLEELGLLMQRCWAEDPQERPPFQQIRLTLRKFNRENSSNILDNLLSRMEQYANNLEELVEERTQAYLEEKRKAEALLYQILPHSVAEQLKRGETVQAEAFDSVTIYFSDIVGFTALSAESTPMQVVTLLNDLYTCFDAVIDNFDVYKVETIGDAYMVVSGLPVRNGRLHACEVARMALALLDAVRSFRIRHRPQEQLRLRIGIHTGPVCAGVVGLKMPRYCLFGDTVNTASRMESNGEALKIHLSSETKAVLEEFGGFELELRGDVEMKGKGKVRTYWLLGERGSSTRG
# FXN GAA850 act: increases GAA850 frataxin promoter reporter activity | 360,000 compounds, 0.56% hits | activation, % at 6 µM | AID 540364 | HEK293 lucGAA850 FXN promoter luciferase reporter, 24 h; percent of 10 µM SAHA response;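 active means activation above the average of all compounds screened plus 3 SD, cutoff fixed separately per campaign, cut at about 7.5% in these data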;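 further: 0% = DMSO wells and 100% = 10 µM SAHA wells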
# hgDAF12 agonist: activates the H. glycines DAF-12 receptor ligand-binding domain | activation, % at 6.8 µM | 370,000 compounds, 1.8% hits | HEK293 GAL4-hgDAF12 UAS-luciferase reporter, agonist luminescence; normalized to butyrate control | AID 687014;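 active means activation above a cutoff set at the mean of all screened compounds plus 3 SD, cut at about 10% in these data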;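 further: 0% = DMSO wells and 100% = sodium butyrate wells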
# ADAM10 inh: ADAM10 inhibition, QFRET primary screen; recombinant ADAM10, EDANS/DABCYL FRET peptide cleavage, 3 h; O14672; inhibition, % at 7 µM; 370,000 compounds, 0.62% hits;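 active means inhibition above a per-campaign cutoff equal to the mean of compounds falling between control-based bounds plus 3 SD, cut at about 20% in these data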;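 further: 0% = DMSO wells while the 100% control is not disclosed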
# DAX1 inh-2: inhibitors of human orphan nuclear receptor DAX1 (NR0B1) | P51843 | AID 504766 | 340,000 compounds, 0.99% hits | inhibition, % at 6.75 µM | HEK293 Gal4-DAX1 luciferase reporter, luminescence;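 active means inhibition above the mean over all tested compounds plus 3 SD, cut at about 4.2% in these data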;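 further: 0% = DAX1-transfected cells with DMSO and 100% = empty-vector control cells with DMSO; inhibition shows as a rise in luminescence from relieved DAX1 repression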
# SMARCA2 act: increases SMARCA2 function in MMTV reporter cells | MG213 cells, MMTV-luciferase reporter, dexamethasone, overnight | activation, % at 9.1 µM | 370,000 compounds, 1% hits; in the data active means activation above about 7.8%;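 further: 0% = vehicle wells and 100% = reference activator wells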
# ssDAF12 agonist: S. stercoralis DAF-12 activation, primary screen; 370,000 compounds, 1% hits; HEK293 ssDAF-12/GRIP1 lit1-tk-luc reporter, luminescence; % of 3 µM dafachronic acid response; activation, % at 6.8 µM;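 active means activation above the mean over all tested compounds plus 3 SD, cut at about 0.9% in these data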;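 further: 0% = DMSO-only wells and 100% = 3 µM delta7-dafachronic acid wells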
# * hit, by the source's call; i = inactive; · = no result given.
SMILES,hcDAF-12 act,DAX1 inh-1,GC-B act,sPLA2-III inh,NPR1 activator,FXN GAA850 act,hgDAF12 agonist,ADAM10 inh,DAX1 inh-2,SMARCA2 act,ssDAF12 agonist
CC(C)n1c(SCC(=O)N2CCCCC2)nc2c1c(=O)n(C)c(=O)n2C,-3.0,-0.3,-4,0,-2,-0.3,-0.7,2,-0.4,0,-0.4
CN(C)C(=O)Cn1nc(-c2ccccc2)c2ccccc2c1=O,-1.8,0.0,3,0,1,1.5,-2.2,0,-0.5,-3,-0.4
CCS(=O)(=O)c1ccc2c(c1)N(S(C)(=O)=O)CC(C(=O)NN)O2 (stereo unspecified),-1.9,0.3,0,-9,2,0.6,0.3,-10,-0.1,-4,-0.7
Cc1ccc(S(=O)(=O)N2[C@@H](c3ccc(Br)cc3)C(C(=O)O)=C[C@H]2C(C)(C)C)cc1,-1.8,-0.8,3,-23,1,-1.4,-1.9,-5,2.7,-3,-0.8
CCOC(=O)C[C@H]1c2ccccc2S(=O)(=O)N1C1CC1,-0.5,0.1,0,3,2,-0.4,-0.7,3,2.0,3,0.3
CC(C)Cn1c(CN2CCN(c3ccccc3F)CC2)nc2c1c(=O)[nH]c(=O)n2C,-2.0,-0.1,-1,4,-2,-0.3,1.8,-7,2.2,3,-1.6
O=C(COC(=O)c1cnccn1)NCCc1ccccc1,-1.4,-0.6,3,8,-1,-1.4,-0.1,-2,1.4,-2,-1.1
COCCNC(=O)C1CCC(CNS(=O)(=O)c2ccccc2)CC1 (stereo unspecified),1.1,-0.1,7,9,10,-1.0,1.1,-2,1.0,-1,-0.8
COc1ccccc1NS(=O)(=O)c1ccc(C)c(C(=O)NCC(c2cccs2)N2CCOCC2)c1 (stereo unspecified),-0.7,-0.7,1,-20,-1,-0.5,-1.3,0,-0.8,-4,-0.8
Cc1cccc(NNC(=O)C(=O)NNc2cccc(C)c2)c1,-0.8,0.0,1,8,4,3.0,-1.3,2,·,-3,-1.3
CCOc1ccc(CNc2ccc(CNc3ncn[nH]3)cc2)cc1,0.2,-1.2,0,-11,9,0.6,3.5,-3,0.0,-2,-0.9
O=C(CSc1nnc(-c2cccc(Cl)c2)n1Cc1ccco1)c1ccc(F)cc1,-2.5,-0.8,9,-52,2,·,-1.8,4,·,1,-0.9

# 3 entries out of the list above, ordered by their value in DAX1 inh-2, ascending:
Compound | DAX1 inh-2
COc1ccccc1NS(=O)(=O)c1ccc(C)c(C(=O)NCC(c2cccs2)N2CCOCC2)c1 (stereo unspecified) | -0.8
CN(C)C(=O)Cn1nc(-c2ccccc2)c2ccccc2c1=O | -0.5
Cc1ccc(S(=O)(=O)N2[C@@H](c3ccc(Br)cc3)C(C(=O)O)=C[C@H]2C(C)(C)C)cc1 | 2.7

# The list goes on.
SMILES,hcDAF-12 act,DAX1 inh-1,GC-B act,sPLA2-III inh,NPR1 activator,FXN GAA850 act,hgDAF12 agonist,ADAM10 inh,DAX1 inh-2,SMARCA2 act,ssDAF12 agonist
CC(C)CNS(=O)(=O)CC1NCCc2ccccc21 (stereo unspecified),-3.0,-0.8,4,3,2,·,-0.3,0,·,-3,-0.3
Cc1ccc(C(=O)COC(=O)COc2ccccc2C)cc1,-0.8,0.0,2,-3,1,0.0,-2.4,0,0.1,1,-1.0
COc1ccc(/C(N)=N/OC(=O)CN(C)S(=O)(=O)c2ccc(C)cc2)cc1,-2.9,-0.5,6,-13,2,2.9,-0.9,-1,-1.1,-3,-1.5
O=C(O)c1ccc(N2CC3CC(C2)c2cccc(=O)n2C3)c(NS(=O)(=O)c2cccc(C(F)(F)F)c2)c1 (stereo unspecified),-0.7,0.6,6,0,-1,0.8,2.0,-3,0.2,1,-1.2
N#Cc1c(-c2ccc3c(c2)OCO3)csc1N,-0.7,-0.5,-6,-5,1,2.8,2.7,-4,-0.2,0,-0.7
COCCCNC(=O)CCc1c(C)nc2c(-c3ccc(F)cc3)c(C)nn2c1C,0.7,-0.5,-5,0,-1,3.0,-1.0,-1,1.0,-1,-1.0
O=C1C2C(C(=O)N1/N=C/c1cccc([N+](=O)[O-])c1)C1C=CC2C12CC2 (stereo unspecified),1.2,0.8,6,7,2,5.4,5.6,0,0.9,-2,-0.8
Cc1ccc(C)c2c1[nH]c1ccc([N+](=O)[O-])cc12,-1.6,-0.1,-3,-40,9,3.5,-0.4,14,-0.2,1,-1.2
CCN1CCC(O)(C(C(=O)O)c2ccccc2)CC1 (stereo unspecified),1.1,0.1,1,15,0,0.1,1.4,-17,0.4,-4,-0.9
COc1ccc(CCN2CC(C(=O)N(C)CC(=O)Nc3cccc(F)c3)CC2=O)cc1OC (stereo unspecified),-0.7,-0.5,7,7,-2,-0.7,-1.6,-4,-0.2,-2,-1.1
CCc1onc(C)c1C(=O)Nc1ccc2c(c1)OCO2,0.7,0.0,2,1,1,-1.1,-3.2,2,1.2,1,-1.7
CNS(=O)(=O)c1cccc(C(=O)OCC(=O)N(CCC#N)c2ccccc2)c1,-2.4,-0.1,0,-5,0,-0.1,1.6,-3,0.1,-1,-1.6
CCCc1cc(=O)oc2cc(OCC(=O)Nc3ccc(CN4CCOCC4)cc3)c(Cl)cc12,-1.3,0.1,0,1,0,0.4,0.3,-12,0.7,2,-0.7
O=S1(=O)CC2c3ccccc3CCN2CN1CCc1ccccc1 (stereo unspecified),-1.1,0.1,4,5,3,·,0.2,-2,·,-3,-0.7
O=C(Cc1ccccc1)NCc1nc2ccccc2[nH]1,-1.1,-0.1,3,1,-1,-1.1,0.8,-4,0.1,-2,-1.1
O=C(NCc1ccccn1)C1CCN(S(=O)(=O)c2cc(Cl)ccc2Cl)CC1,-3.0,0.1,3,1,-5,2.7,-4.4,5,-0.4,-3,-1.4
O=c1[nH]cnc2scc(-c3cccs3)c12,-0.8,0.3,-4,-3,5,0.8,-0.1,-1,1.1,0,-1.3
CC1CC2(CCCC2)Nc2ccc(F)cc21 (stereo unspecified),2.2,0.1,1,0,3,0.5,0.2,1,1.1,-1,-0.5
CN(C)S(=O)(=O)c1cccc(NC(=O)COC(=O)c2ccc([N+](=O)[O-])o2)c1,-0.9,0.3,0,5,3,1.2,-0.6,4,1.3,0,-1.5
Cc1c(NC(=O)CCc2ccc(S(=O)(=O)N3CCOCC3)cc2)c(=O)n(-c2ccccc2)n1C,-1.3,-0.1,4,3,-3,0.8,-0.8,-4,0.1,0,-1.2
Cc1nnc(SCC2=C(C(=O)O)N3C(=O)C(NC(=O)Cn4nc(C(F)F)cc4C)C3SC2)s1 (stereo unspecified),0.4,0.4,1,-1,1,-0.8,-1.0,-2,2.3,2,-2.0
Cc1ccccc1-c1cc(C(=O)O)n(CC2CC(c3cccnc3)=NO2)n1 (stereo unspecified),-1.6,-0.2,-5,5,-1,-1.3,1.0,7,1.2,0,-0.8
COc1ccc2c(c1)OC(=O)CC2c1ccccc1OC (stereo unspecified),-0.8,-0.1,-11,10,-7,0.8,3.1,-7,-0.8,-2,-1.8
CN(C)CCN(C(=O)c1ccc2ccccc2c1)c1nc2c(F)cccc2s1,-1.4,-0.1,-4,1,-3,-1.5,0.5,-10,0.2,0,-1.1
CCOc1ccc(C(=O)N/N=C(/C)C2C(=O)c3ccccc3C2=O)cc1,-1.0,-0.1,5,6,-5,2.8,0.0,-1,-0.2,1,-1.2
CCC1CCc2sc(C(=O)NCC(c3ccc(OC)cc3)N3CCOCC3)cc2C1 (stereo unspecified),-0.1,0.0,-1,-15,-2,0.1,-2.1,0,-0.1,-1,-1.6
COc1ccc(OC)c(C2NC(=S)NC3=C2N2CCC3CC2)c1 (stereo unspecified),-1.6,-0.1,2,1,-1,-0.5,3.9,0,-0.8,-3,-1.7
CC(=O)Nc1ccc(NC(=O)[C@@H](NC(=O)N2C[C@H]3C[C@@H](C2)c2cccc(=O)n2C3)C(C)C)cc1,1.5,0.0,0,3,3,-0.1,2.0,-5,0.6,-3,-1.2
O=C(CSc1nnc(-c2ccccc2)n1Cc1ccco1)NCc1ccc2c(c1)OCO2,-1.2,-0.6,-12,1,-13,-3.4,-1.5,9,0.4,0,-1.5
COc1ccc(OC)c(NC(=O)CSc2nc(=O)n(CCN3CCOCC3)c3c2CCC3)c1,0.8,0.6,-2,0,-3,-0.7,-2.0,-4,-0.1,0,-0.6
CSCCC1NC(=O)N(C(C)C(=O)Nc2cc(Cl)cc(Cl)c2)C1=O (stereo unspecified),-0.2,-1.1,0,4,0,1.3,-2.8,-4,-0.5,-3,-2.0
CCCc1cc(=O)oc2c(C)c(O[C@@H]3O[C@H](CO)[C@@H](O)[C@H](O)[C@H]3O)ccc12,-2.3,-0.9,-1,9,4,-2.6,0.6,-14,-0.3,-4,-1.1
COC(=O)C1=CNC=C(C(=O)OC)C1c1cccc(OC)c1,0.3,0.2,-5,5,-10,-2.2,3.0,i,1.6,1,-1.2
CCOc1ccc(S(=O)(=O)N2CCc3ccccc3C2)cc1,-1.9,0.4,-4,-13,13,2.5,-2.9,-2,-0.7,0,-1.6
O=C(N[C@@H](Cc1ccccc1)C(=O)OCc1ccccc1)c1ccco1,-1.9,0.8,0,-1,-2,0.0,-0.7,0,-0.5,2,-1.0
CCCCOc1ccc(C2CCC(C(C)=O)C(C)C2)cc1 (stereo unspecified),0.1,0.5,-1,1,4,2.5,4.6,-2,4.7*,0,-1.0
CCN(CC)S(=O)(=O)c1ccc(C)c(NC(=O)CN(C)C)c1,-1.0,-0.1,-4,7,-2,1.6,-1.5,-7,-1.9,1,-1.4
CC(=O)NCc1ccc(-c2csc(NC(=O)CCCc3nc4ccccc4c(=O)[nH]3)n2)cc1,0.1,-0.3,4,-8,-3,0.6,0.7,-18,-0.1,0,-0.8
O=C(NCCSc1ccc(Cl)cc1)c1ccc(CN2CCOCC2)cc1,-1.7,-0.4,1,-4,-2,2.4,-1.8,0,-1.1,-4,-1.7
Cc1ccc(-n2nc(C)c3c2OC(N)=C(C#N)C3c2ccccc2F)cc1 (stereo unspecified),1.6,-0.3,-3,0,7,-3.0,-0.5,4,-1.5,-1,-0.5
O=C(OCCOc1ccc(Cl)cc1)c1cc(S(=O)(=O)N2CCCCC2)ccc1N1CCOCC1,0.8,-2.5,11,1,6,-0.9,1.3,-10,-1.3,0,-1.6
CC(C)CCC(CCN1CCCC1)c1ccc2c(c1)OCO2 (stereo unspecified),-0.6,0.1,-17,-8,-29,-0.6,-0.3,2,0.5,2,-1.1
Nc1c(N(C(=O)Nc2ccc(Cl)c(Cl)c2)C2CCCC2)c(=O)[nH]c(=O)n1Cc1ccccc1,-1.8,-0.1,1,0,-7,-2.3,-3.3,-10,0.5,0,-1.1
CCOC(=O)c1oc2ccc(S(=O)(=O)Nc3ccc4c(c3)n(C)c(=O)n4C)cc2c1C,-3.8,-2.0,-2,-2,-1,0.5,-6.1,0,-3.5,-7,-2.6
CN(Cc1ccccc1)C(=O)c1ccc(Nc2nc(C(N)COCc3ccccc3)cs2)nc1 (stereo unspecified),-3.4,-2.1,-2,11,-3,-3.7,-4.5,-24,·,-4,-1.9
